Screening results as filed in PubChem.
FLuc inhib CS – Photinus pyralis luciferase inhibition counter-screen; ATPLite firefly luciferase biochemical luminescence, 10 min; hit rate 1.5% among 200,000; AID 1006; inhibition, % at 10 µM; P08659;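 active = inhibition above about 50% when tested at 10 µM, limit read from the data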
Target sequence (P08659 whole entry, looked up): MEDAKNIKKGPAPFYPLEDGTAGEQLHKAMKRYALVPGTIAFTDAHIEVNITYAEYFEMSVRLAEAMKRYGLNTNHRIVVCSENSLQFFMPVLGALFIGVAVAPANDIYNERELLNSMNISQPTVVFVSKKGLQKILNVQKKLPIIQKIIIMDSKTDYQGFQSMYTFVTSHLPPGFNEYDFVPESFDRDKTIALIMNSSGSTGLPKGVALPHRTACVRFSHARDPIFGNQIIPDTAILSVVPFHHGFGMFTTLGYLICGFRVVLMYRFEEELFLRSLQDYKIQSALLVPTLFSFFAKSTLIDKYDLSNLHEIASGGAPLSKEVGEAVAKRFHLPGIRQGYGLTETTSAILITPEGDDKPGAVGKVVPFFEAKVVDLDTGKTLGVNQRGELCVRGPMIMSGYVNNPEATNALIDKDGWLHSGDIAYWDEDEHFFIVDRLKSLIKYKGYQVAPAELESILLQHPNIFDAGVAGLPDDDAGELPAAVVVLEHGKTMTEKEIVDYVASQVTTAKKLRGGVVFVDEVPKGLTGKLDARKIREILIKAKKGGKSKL
G6PDH counter – inhibits Leuconostoc G6PDH, flagging false hits in G6PDH-based assays; Purified L. mesenteroides G6PDH, diaphorase/resazurin coupled fluorescence, 45 min; inhibition, % at 5 µM; hit rate 0.12% among 200,000; AID 1020; in the data active = inhibition above about 50%
APP 5'UTR act – activates APP 5'UTR luciferase reporter; SH-SY5Y APP 5'UTR luciferase reporter, luminescence; zero percent = DMSO vehicle wells; activation, % at 2 µM; hit rate 1% among 190,000;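 active = activation above a set limit, based on mean plus 3 SD of controls, cut at about 140% in these data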; note: values of inactives mirror those of a sister screen read the other way
APP 5UTR inh – APP translation inhibition | SH-SY5Y APP 5'UTR-luciferase reporter, luminescence | inhibition, % at 2 µM | hit rate 0.82% among 190,000 | AID 1285;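 active = inhibition above a set limit, derived from the sample mean plus 3 SD, cut at about 45% in these data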; note: values of inactives mirror those of a sister screen read the other way
STAT1 act – STAT1 signaling activation. NIH 3T3 STAT1-luciferase reporter, IFN-gamma, luminescence; 100% = IFN-gamma alone, no compound. activation (% of control), % at 5.5 µM. hit rate 2.6% among 200,000;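 active = activation above the screen-wide mean activation plus 3 SD, cut at about 130% in these data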;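 note: raw ratio to IFN-gamma control signal so 100% means no change and 0% no light; values of inactives mirror those of a sister screen read the other way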
NF-kB expr up – compounds increasing NF-kB expression in human neuronal cells | NF-kB reporter expression; hits give high values | fold change at 12.5 µM | hit rate 1.6% among 190,000 | AID 1239; in the data active = fold change above about 3.3
FLuc act counter – firefly luciferase counter-screen for stimulation assays; 200,000 tested, under 10 active; ATPlite luciferase biochemical, luminescence, 10 min; 0 = ATP-free wells, 1 = DMSO control; activation factor at 10 µM; AID 1027;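 active = luciferase activation factor, scaled between plate controls, of at least 2 with compound at 10 µM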
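System: cell-free luciferase reagent; medium: PBS as buffer for the ATP substrate; doses: test compounds dosed from 2 mM stocks in 100% DMSO; incubation: 10 min, room temperature; measured by: luminescence from luciferase reaction; read-out: luciferase activation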
TLR4 MyD88 comp – TLR4-MyD88 interaction inhibition in cells. HeLa CL3-4 TLR4/MyD88 BLA complementation, FRET ratio. inhibition, % at 8.4 µM. hit rate 0.18% among 200,000. AID 861; in the data active = inhibition above about 25%;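 note: 0% = vehicle and 100% = reference inhibitor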
Diaphorase act – diaphorase activation or chemical reduction counter-screen; Diaphorase/resazurin coupled assay, resorufin fluorescence, 16 min; hits give high values; 1 = vehicle wells, 0 = NADH-free wells; activation factor at 20 µM; hit rate 0.005% among 190,000; AID 1229;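 active = diaphorase activity raised at least twofold by the compound at 20 µM; inactive = activation factor below 2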
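Test system: Clostridium kluyveri diaphorase, purified enzyme; input: enzyme 0.07 U/mL final; buffer or medium: 50 mM HEPES pH 7.4 with 4.542 mM MgCl2, 0.005% Tween 20; also added: 0.114 mM NADH and 0.1 mM resazurin, final amounts; schedule: 16 min enzyme reaction, ambient temperature; technique: fluorescence of resorufin, 544 nm excitation, 590 nm emission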
Diaph inh CS – counter-screen for diaphorase-based assays: diaphorase inhibitors and chemical oxidizers; diaphorase resazurin-to-resorufin fluorescence, NADH, 16 min; bacterial (C. kluyveri) enzyme, not human; inhibition, % at 20 µM; hit rate 0.69% among 190,000; AID 1217;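 active = primary screen inhibition at 20 µM above a set limit, cut at about 50% in these data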;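 note: plate controls were DMSO with full reaction for no effect and wells lacking NADH for full effect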
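Assay system: diaphorase enzyme from Clostridium kluyveri; Input: enzyme working solution with 0.14 U/mL diaphorase; Timing: 16 min at room temperature; Technique: resorufin fluorescence, excitation 544 nm, emission 590 nm; Benchmarks: positive control minus NADH, DMSO neutral control.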
* hit, by the source's call; / = not tested or not shown.

(1) O=C(NC1CCCCC1)c1cc(-c2ccccn2)nc2ccccc12
(2) COc1cc(/C=N/Nc2cc(C)nc(NS(=O)(=O)c3ccc(C)cc3)n2)ccc1O
(3) Cc1nn(C)c(C)c1S(=O)(=O)N1CCC(C(=O)NC2CCCCCC2)CC1
(4) CCOc1ccc(/C(O)=C2/C(=O)C(=O)N(CCN(C)C)C2c2ccccc2)cc1Cl (stereo not drawn)
(5) O=C(NC(Cc1c[nH]c2ccccc12)c1nnc2n1CCCCC2)c1ccc(Cl)cc1 (stereo not drawn)
(6) Cc1ccc(S(=O)(=O)Cn2nnnc2C(C(C)C)N2CCc3ccccc3C2)cc1 (stereo not drawn)

Screen / compound no.	1	2	3	4	5	6
FLuc inhib CS	-7	-8	1	-4	-7	-5
G6PDH counter	1	-14	-6	-4	3	8
APP 5'UTR act	-9	-1	-17	14	-4	-14
APP 5UTR inh	9	1	17	-14	4	14
STAT1 act	95	95	104	106	94	99
NF-kB expr up	1.1	0.81	0.93	0.99	1.1	0.93
FLuc act counter	1.1	1.1	1	1	1.1	1
TLR4 MyD88 comp	-10	5	-8	-21	-3	-3
Diaphorase act	1	0.9	0.9	0.9	0.9	0.7
Diaph inh CS	0	10	7	10	10	28

(7) CCOC(=O)C1=C(CC)Nc2ccccc2N=C1NC(=O)Cn1cnc2ccccc2c1=O
(8) Cc1ccc(C)n1-n1c(C)nc2sc3c(c2c1=O)CCCCC3
(9) CC(=O)OCCn1c(=O)c2cc3c(=O)n(CCOC(C)=O)c(=O)c3cc2c1=O
(10) Cc1nn(Cc2ccccc2)c(N)c1-c1ccccc1
(11) CCOC(=O)c1c(NC(=O)CCc2ccc(CC)o2)sc(C)c1C
(12) O=C(CCNS(=O)(=O)c1cccc2nsnc12)NCc1ccco1

Screen / compound no.	7	8	9	10	11	12
FLuc inhib CS	-8	-3	-6	-4	-6	0
G6PDH counter	15	0	0	2	1	3
APP 5'UTR act	10	20	1	6	8	10
APP 5UTR inh	-10	-20	-1	-6	-8	-10
STAT1 act	97	98	96	102	89	92
NF-kB expr up	1.7	1.4	1.7	1.1	0.98	0.99
FLuc act counter	1.1	1	1.1	1	1.1	1
TLR4 MyD88 comp	-5	-10	2	-10	1	-9
Diaphorase act	1	0.8	0.8	1	0.9	1.1
Diaph inh CS	4	25	15	-4	15	-6

(13) Cc1cccc(OCC(=O)Nc2ccc(C(=O)NCC(C)C)cc2)c1
(14) CCOc1cc(S(=O)(=O)NCc2ccccc2)ccc1Br
(15) O=C(CSc1nc2ccccc2[nH]1)Nc1c(F)c(F)c(F)c(F)c1F
(16) OCCN1CCOCCOCCN(CCO)CCN(CCO)CC1
(17) CCOCCCn1cnc2c([nH]c3cc(OC)ccc32)c1=O
(18) CCCS(=O)(=O)N1CCN(Cc2ccccc2[N+](=O)[O-])CC1

Screen / compound no.	13	14	15	16	17	18
FLuc inhib CS	-2	-5	-1	-2	-4	3
G6PDH counter	8	2	8	20	6	10
APP 5'UTR act	10	3	19	16	-3	2
APP 5UTR inh	-10	-3	-19	-16	3	-2
STAT1 act	92	98	103	104	103	92
NF-kB expr up	1.2	1	1.1	1.4	1.2	1
FLuc act counter	1	1	1	1	1	1
TLR4 MyD88 comp	11	-2	-11	11	-16	1
Diaphorase act	1.2	0.8	1	1	0.9	0.8
Diaph inh CS	-15	19	4	4	13	18

(19) O=C(N/N=C/c1ccccc1OC(=O)c1ccc2c(c1)OCO2)c1ccccc1
(20) CC(c1ccccc1)n1cc(C(=O)NCCN2CCOCC2)nn1 (stereo not drawn)
(21) CC1(C)Cc2c(c(N3CCOCC3)nc3sc4c(=O)[nH]cnc4c23)CS1
(22) Cc1ccccc1NC(=S)N1CCN(C(=O)c2ccco2)CC1
(23) COC(=O)C1=C(Nc2ccc(C)cc2)C=C(C)C(C(=O)OC)C1c1cccc(OC)c1 (stereo not drawn)
(24) O=C(O)CC/C(=N\NC(=O)c1ccccc1Br)c1ccccc1

Screen / compound no.	19	20	21	22	23	24
FLuc inhib CS	8	-8	-11	-4	-6	-9
G6PDH counter	0	12	2	2	0	12
APP 5'UTR act	0	-7	0	-6	20	4
APP 5UTR inh	0	7	0	6	-20	-4
STAT1 act	106	90	95	105	99	97
NF-kB expr up	1.2	1.2	1.2	1	0.81	1.1
FLuc act counter	0.9	1.1	1.1	1	1.1	1.1
TLR4 MyD88 comp	-6	3	6	-5	2	-12
Diaphorase act	0.8	1.1	0.7	0.9	0.8	0.9
Diaph inh CS	18	-5	35	8	23	9

(25) COc1ccccc1N1CSC2=C(C#N)C(c3ccc(SC)cc3)CC(=O)N2C1 (stereo not drawn)
(26) Cc1cc(C=O)c(C)n1-c1ccc2c(c1)OCO2
(27) O=C(Nc1cccc(N=Cc2cc(Cl)cc(Br)c2O)c1)c1ccco1
(28) CC(C)c1csc(CN2CCN(CCc3ccccc3)C(CCO)C2)n1 (stereo not drawn)
(29) O=C(Nc1cccc2ncccc12)c1cccc(F)c1
(30) O=C(O)CCn1c(C(=O)O)cc2sccc21

Screen / compound no.	25	26	27	28	29	30
FLuc inhib CS	-4	-4	-5	6	-5	0
G6PDH counter	35	4	9	-2	4	8
APP 5'UTR act	1	21	-2	-10	0	5
APP 5UTR inh	-1	-21	2	10	0	-5
STAT1 act	100	108	110	91	94	94
NF-kB expr up	1.4	1.3	0.97	0.94	1.4	1.2
FLuc act counter	1	1	1.1	0.9	1.1	1
TLR4 MyD88 comp	7	4	3	9	3	1
Diaphorase act	0.4	0.9	0.6	1	0.8	0.9
Diaph inh CS	65*	11	40	-3	19	9

(31) c1ccc(-n2nnc(-c3cccnc3)n2)cc1
(32) Cc1ccc(-c2ccc(=O)n(CC(=O)NCCN3CCCCC3C)n2)cc1 (stereo not drawn)
(33) CSc1ccccc1NC(=S)N/N=C/c1cccn1Cc1ccc(F)cc1
(34) CC(=O)NC(CCS(C)(=O)=O)C(=O)Nc1cccc(C)c1 (stereo not drawn)
(35) O=C(CNC(=S)NC(=O)c1ccccc1Br)c1ccccc1
(36) Brc1ccc(-c2nnc3ccc(N4CCN(c5ccccc5)CC4)nn23)cc1

Screen / compound no.	31	32	33	34	35	36
FLuc inhib CS	25	-5	-4	-7	0	-3
G6PDH counter	0	10	5	-6	-2	5
APP 5'UTR act	18	0	10	6	-4	-12
APP 5UTR inh	-18	0	-10	-6	4	12
STAT1 act	152*	95	82	97	96	106
NF-kB expr up	2.4	0.85	1	1.1	/	1.1
FLuc act counter	0.8	1.1	1	1.1	1	1
TLR4 MyD88 comp	-8	-6	6	-26	-16	7
Diaphorase act	0.8	0.5	0.9	0.9	1.1	0.9
Diaph inh CS	16	53*	6	9	-14	5

Not a retest: entries from further up.
(35) O=C(CNC(=S)NC(=O)c1ccccc1Br)c1ccccc1
(36) Brc1ccc(-c2nnc3ccc(N4CCN(c5ccccc5)CC4)nn23)cc1

Screen / compound no.	35	36
FLuc inhib CS	0	-3
G6PDH counter	-2	5
APP 5'UTR act	-4	-12
APP 5UTR inh	4	12
STAT1 act	96	106
NF-kB expr up	/	1.1
FLuc act counter	1	1
TLR4 MyD88 comp	-16	7
Diaphorase act	1.1	0.9
Diaph inh CS	-14	5

Next section:
(37) Cc1ccc(C(=O)NN2C(=O)C3C(C2=O)C2C=CC3C23CC3)cc1 (stereo not drawn)
(38) CCOC(=O)N1CCN(CCC(=O)Nc2ccc(OC)cc2OC)CC1
(39) Cc1[nH]n(-c2ccccc2)c(=O)c1/C=N/O
(40) COc1ccc(NC(=O)c2cc(C3CC3)on2)c(OC)c1
(41) CC(C)(CO)Nc1nc(N2CCCC2)nc(N2CCCC2)n1
(42) CCCCn1c(SCC(=O)NCc2ccco2)nc2ccccc2c1=O
(43) O=C(Nc1ccc(-c2nc3ccccc3[nH]2)cc1)c1c(F)c(F)c(F)c(F)c1F

Screen / compound no.	37	38	39	40	41	42	43
FLuc inhib CS	-7	-5	6	4	-8	-6	-3
G6PDH counter	5	1	8	-12	3	6	4
APP 5'UTR act	-3	8	10	49	-2	-1	5
APP 5UTR inh	2	-8	-10	-49	2	1	-5
STAT1 act	99	96	100	118	96	97	93
NF-kB expr up	1.1	1.2	1.2	1.8	1.3	0.95	1.1
FLuc act counter	1.1	1.1	0.9	1	1.1	1.1	1
TLR4 MyD88 comp	-17	-5	-9	-6	-6	3	-10
Diaphorase act	0.9	0.9	1	0.9	0.9	0.8	1.1
Diaph inh CS	6	6	-5	11	5	24	-6

Structures above that contain bromine (5):
(14) CCOc1cc(S(=O)(=O)NCc2ccccc2)ccc1Br
(24) O=C(O)CC/C(=N\NC(=O)c1ccccc1Br)c1ccccc1
(27) O=C(Nc1cccc(N=Cc2cc(Cl)cc(Br)c2O)c1)c1ccco1
(35) O=C(CNC(=S)NC(=O)c1ccccc1Br)c1ccccc1
(36) Brc1ccc(-c2nnc3ccc(N4CCN(c5ccccc5)CC4)nn23)cc1

Screen / compound no.	14	24	27	35	36
FLuc inhib CS	-5	-9	-5	0	-3
G6PDH counter	2	12	9	-2	5
APP 5'UTR act	3	4	-2	-4	-12
APP 5UTR inh	-3	-4	2	4	12
STAT1 act	98	97	110	96	106
NF-kB expr up	1	1.1	0.97	/	1.1
FLuc act counter	1	1.1	1.1	1	1
TLR4 MyD88 comp	-2	-12	3	-16	7
Diaphorase act	0.8	0.9	0.6	1.1	0.9
Diaph inh CS	19	9	40	-14	5
